GLS inh: qHTS for Inhibitors of Glutaminase (GLS) | GLS enzymatic activity, qHTS titration | Potency, µM (series often up to 45.5 µM), inactives show at the top dose activity change, negative = inhibition, hits mostly inhibitors | 410,000 tested, 0.21% active | AID 624170, 2012; active = well fitted inhibition curve with a large enough effect
Target sequence (O94925 whole entry, looked up): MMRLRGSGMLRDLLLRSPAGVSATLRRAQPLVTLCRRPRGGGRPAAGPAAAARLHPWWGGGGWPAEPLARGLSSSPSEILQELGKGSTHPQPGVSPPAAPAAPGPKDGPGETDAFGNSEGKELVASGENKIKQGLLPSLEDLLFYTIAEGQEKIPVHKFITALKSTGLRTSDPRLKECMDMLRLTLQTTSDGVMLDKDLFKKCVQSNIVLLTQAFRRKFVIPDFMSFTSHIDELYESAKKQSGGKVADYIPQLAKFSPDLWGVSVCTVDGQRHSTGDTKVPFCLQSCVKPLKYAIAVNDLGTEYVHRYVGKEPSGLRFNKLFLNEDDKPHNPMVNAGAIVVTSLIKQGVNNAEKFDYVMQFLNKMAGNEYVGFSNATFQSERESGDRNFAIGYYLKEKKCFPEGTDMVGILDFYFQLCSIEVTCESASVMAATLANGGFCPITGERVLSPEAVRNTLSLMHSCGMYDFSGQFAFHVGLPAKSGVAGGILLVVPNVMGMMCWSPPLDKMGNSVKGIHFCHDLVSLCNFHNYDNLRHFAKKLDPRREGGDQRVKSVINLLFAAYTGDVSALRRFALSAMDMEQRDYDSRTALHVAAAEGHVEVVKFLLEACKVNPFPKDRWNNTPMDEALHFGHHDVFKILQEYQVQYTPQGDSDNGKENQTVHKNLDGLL
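Enzyme dispensed in phosphate buffer (45 mM, pH 8.2, 0.02% Tween-20), compounds pinned in, then 1 mM L-glutamine solution and the glutamate oxidase–HRP–Amplex Red mix added; fluorescence read immediately and again after 30 min at room temperature.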
Numbers without * were called inactive; [ ] = another dose, or the depositor's remark. % is scaled to controls: 0 for no effect and ±100 for the full control effect; potency is read from the fitted curve at half-maximal effect. Some of the compounds tested; rates above refer to the full screens.

SMILES	GLS inh
O=C(Nc1nnc([C@@H]2C[C@H](O)[C@@H](CO)O2)s1)Nc1ccc(F)cc1F	-3.1%
CN(C)c1cccc(Nc2ccc(-c3ccc(OC(F)(F)F)cc3)cn2)c1	4.9%
O=C(Nc1nnc([C@H]2C[C@H](O)[C@@H](CO)O2)s1)c1cccc(OC(F)(F)F)c1	8.3%
COCCNC(=O)C1(C)CCCN(C(=O)c2ccco2)C1 (configuration not stated)	10.1%
CCCCn1nnnc1C1(C)CCC(=O)N1CCCN1CCOCC1 (configuration not stated)	-0.1%
CC(C)CNC(=O)C1(C)CCCN1C(=O)c1cc2ccccc2s1 (configuration not stated)	-0.7%
Cc1noc(C)c1-c1ccc(C(=O)NCc2ccncc2)c2occc12	0.5%
O=c1cc(CN2CCN(c3ccc(Cl)c(Cl)c3)CC2)c2c(ccc3ccccc32)o1	-4.4%
CC(C)(O)C#Cc1cccc(-c2nc(C(=O)NCCCN3CCOCC3)cc3c2[C@H](CCO)N(S(=O)C(C)(C)C)C3)c1 (some centres not stated)	2.0%
CCc1nc2ccc(C(=O)Nc3ccc4c(c3)OCC(=O)N4)cn2c1N(CC)CCOC	25.9%
Cn1c(-c2ccccc2)c(Sc2ccccc2)c2cc(-c3ccc4cc[nH]c4c3)ccc21	-11.4%
CCOC(=O)[C@]12CCC=C1N(Cc1ccc3c(c1)OCO3)C(=O)[C@H](CC(=O)N1CCN(C(=O)c3ccco3)CC1)C2	17.6%
CN1OC[C@@H]2CN(S(=O)(=O)c3ccccc3)[C@H](c3ccc(N4CCCCC4)cc3)C[C@@H]21	24.2%
c1ccc(-c2cc3nc(NCc4ccc5c(c4)OCO5)ccn3n2)cc1	6.9%
Clc1ccc(-c2cc3nc(NCc4cccc(Cl)c4)ccn3n2)cc1	-0.7%
O=C(Nc1nnc([C@H]2C[C@H](O)[C@@H](CO)O2)s1)c1ccccc1F	-1.0%
C[C@H](CO)N1C[C@H](C)[C@@H](CN(C)C(=O)c2ccc(N3CCN(C)CC3)cc2)OCc2cnnn2CCCC1=O	19.7%
Cc1ccc(S(=O)(=O)N2C[C@H]3C(=O)C[C@@H](c4ccccc4)N(S(=O)(=O)c4cccc(C)c4)[C@H]3C[C@H]2c2ccccc2)cc1	10.6%
CCNC(=O)C1(C)CCCN(Cc2noc(-c3c(C)noc3C)n2)C1 (configuration not stated)	-2.6%
CC(C)Nc1nc(NCCOc2ccccc2Cl)c2sccc2n1	-6.1%
COc1cccc(CNC(=O)[C@@H]2CCCN2C(=O)[C@H]2CCCCN2C(=O)c2cccs2)c1	0.6%
CCCS(=O)(=O)NC(=O)C1(C)CCN(C(=O)COc2ccccc2)C1 (configuration not stated)	21.3%
CNC(=O)C1(C)Cc2c(-c3ccc4c(c3)OCO4)ccnc2O1 (configuration not stated)	1.3%
CC(C)N(C)c1ncnc2c1ncn2[C@H]1CN(Cc2cccnc2)C[C@@H](CO)O1	8.1%
Cc1cc(C)c2nc(-c3ccccc3)ccc2c1	-6.1%

A run of entries from further up, as a working copy:
SMILES	GLS inh
CCCS(=O)(=O)NC(=O)C1(C)CCN(C(=O)COc2ccccc2)C1 (configuration not stated)	21.3%
CNC(=O)C1(C)Cc2c(-c3ccc4c(c3)OCO4)ccnc2O1 (configuration not stated)	1.3%
CC(C)N(C)c1ncnc2c1ncn2[C@H]1CN(Cc2cccnc2)C[C@@H](CO)O1	8.1%
Cc1cc(C)c2nc(-c3ccccc3)ccc2c1	-6.1%

Five entries already listed, arranged by molar mass, low to high:
SMILES	GLS inh
COCCNC(=O)C1(C)CCCN(C(=O)c2ccco2)C1 (configuration not stated)	10.1%
CCCCn1nnnc1C1(C)CCC(=O)N1CCCN1CCOCC1 (configuration not stated)	-0.1%
Clc1ccc(-c2cc3nc(NCc4cccc(Cl)c4)ccn3n2)cc1	-0.7%
O=C(Nc1nnc([C@@H]2C[C@H](O)[C@@H](CO)O2)s1)Nc1ccc(F)cc1F	-3.1%
CC(C)(O)C#Cc1cccc(-c2nc(C(=O)NCCCN3CCOCC3)cc3c2[C@H](CCO)N(S(=O)C(C)(C)C)C3)c1 (some centres not stated)	2.0%

(continued)
SMILES	GLS inh
CN1CCN(C2CN(C3CCCC3)S(=O)(=O)C2)CC1 (configuration not stated)	3.3%
CCCCNC(=O)C[C@@H]1C[C@@]2(C(=O)OCC)CCC=C2N(Cc2ccc3c(c2)OCO3)C1=O	-0.9%
CC1(C(=O)NS(=O)(=O)c2cccs2)CCN1C(=O)CC1CCCC1 (configuration not stated)	8.9%
Cc1nc2c(OCc3cc(Cl)cc(Cl)c3)cccn2c1N(C)C(=O)CCC1CCCC1	-9.2%
CCCS(=O)(=O)NC(=O)C1(C)CCN(C(=O)c2ccc(OC(F)F)cc2)C1 (configuration not stated)	0.6%
CCOC(=O)C[C@@H](C#N)NC(=O)[C@@H]1CCCN1C(=O)[C@@H](NC(=O)c1ccc(N)c(Cl)c1)C(C)(C)C	-6.5%
CC(C)c1ccc(C2OC(CCc3ccccc3)Cc3[nH]c(=S)[nH]c(=O)c32)cc1 (configuration not stated)	7.5%
CCOC(=O)[C@]12CCCC=C1N(Cc1ccco1)C(=O)[C@H](CC(=O)N1CCN(C(=O)c3ccco3)CC1)C2	0.4%
CC1(Oc2ccc(-n3ccnc3)cc2)CCN(Cc2cccn2-c2nccs2)C1 (configuration not stated)	12.0%
CCOC(=O)C1=C[C@@H](C)N(S(=O)(=O)c2ccc(C)cc2)[C@H]1c1ccccc1	7.9%
COc1ccc(C(NC(=O)C2CCN(CCCOc3ccccc3)CC2)c2ccccn2)cc1 (configuration not stated)	-0.7%
COc1cccc(C(O)c2ncc(-c3ccc4ccccc4c3)[nH]2)c1 (configuration not stated)	-1.4%
CCOc1ccc(CCN2C(=O)C(=O)N([C@@H](CC(C)C)CN3CCC[C@H]3CN3C(=O)C(=O)NC[C@@H]3Cc3ccccc3)C[C@@H]2Cc2ccc(O)cc2)cc1	4.4%
CC(C)C[C@H]1CNC(=S)N1C[C@H]1CCCN1C[C@H](Cc1ccccc1)N1C[C@H](Cc2ccc(O)cc2)N(CCc2ccccc2)C1=S	-3.1%
COc1ccc(C2=Nc3ccccc3NC(=O)C2N(C(=O)c2ccnc3ccccc23)c2ccccc2)cc1 (configuration not stated)	-8.5%
COc1ccc(CN2C(=O)C(C)Nc3ncnc(N4CCc5ccccc5C4)c32)cc1 (configuration not stated)	36.9%[activator]
CC(C)NC(=O)OC1CC2CC1[C@H]1CCCCN1C2=O (some centres not stated)	4.3%
COc1cc(CN2C[C@@H](CO)O[C@@H](n3cnc4c(NC5CC5)ncnc43)C2)cc(OC)c1OC	-5.5%
CN(C(=O)C1Cc2c(-c3ccccc3Oc3ccccc3)ccnc2O1)c1ccccc1 (configuration not stated)	13.4%
CCC(=O)N1CCCC(C(=O)NCc2ccc(C(C)C)cc2)CC1 (configuration not stated)	3.9%
O=S1(=O)CC(N2CCN(CCO)CC2)CN1C1CCCC1 (configuration not stated)	-6.3%
CC(=O)Nc1cc(-c2ccc(N3CCN(C)CC3)cc2)cn2c(-c3cccc(C(=O)N(C)C)c3)cnc12	22.4%
CCNC(=O)C1(C)CCN(Cc2ccc(C(F)(F)F)cc2)C1 (configuration not stated)	-0.2%
CCCCn1nnnc1C(c1cc2ccccc2o1)N1CCCCC1 (configuration not stated)	2.8%
O=C1c2ccccc2C(c2nc3ccccc3[nH]2)N1c1ccccc1 (configuration not stated)	0.1%
Going on with the list:
SMILES	GLS inh
CN(C)c1ccc(-c2ccnc3c2CC(C)(C(=O)Nc2cccc(N(C)C)c2)O3)cc1 (configuration not stated)	21.8%
CCOC(=O)[C@]12CCCC=C1N(Cc1ccco1)C(=O)[C@H](CC(=O)N1CCOCC1)C2	2.7%
Cc1ccc(Cc2c(C3CCCCC3)nc3ccc(Br)cn23)cc1	-2.7%
CC(=O)CC1c2cc(F)ccc2C=C(c2ccsc2)N1c1ccc(C#CC2(O)CCCCC2)cc1 (configuration not stated)	5.4%
Cc1ccsc1C(=O)N1CCC1(C)C(=O)NCC(C)(C)C (configuration not stated)	2.5%
COc1ccc(Cl)cc1CC1(C)C(=O)Nc2c(Cl)cccc21 (configuration not stated)	-1.6%
CC(=O)Nc1cc(-c2cccnc2)cn2c(-c3ccc(F)cc3)cnc12	-0.5%
CC(C)OC(=O)c1cc(C(=O)OC(C)C)cc([N+](=O)[O-])c1	-13.7%[99.4 µM]
CCc1ccc(C(O)c2ncc(-c3ccccc3F)[nH]2)cc1 (configuration not stated)	-7.6%
COCCNC(=O)C1(C)CCCN(C(=O)c2ccc3snnc3c2)C1 (configuration not stated)	7.1%
OC[C@@H]1CN(Cc2ccc(-c3ccccc3)cc2)C[C@H](n2cnc3c(NC4CCC4)ncnc32)O1	18.6%
O=C1NC[C@H](CCCCN2C[C@H](Cc3ccc(O)cc3)N(CCC3CCCCC3)C(=O)C2=O)N(CCc2ccccc2)C1=O	9.0%
CC(=O)c1cccc(NC(=O)c2ccc(-c3c(C)noc3C)c3ccoc23)c1	-4.2%
Cc1cccnc1CNC(=O)C1(C)CCCN1CC(C)C (configuration not stated)	0.6%
CC1(C(=O)Nc2cccc3ncccc23)CCN1C(=O)C1(c2ccccc2)CC1 (configuration not stated)	-2.0%
OC(c1ccccc1)c1ncc(-c2ccc(Cl)cc2)[nH]1 (configuration not stated)	1.1%
CC1(C(=O)NS(=O)(=O)c2ccccc2OC(F)(F)F)CCN1C(=O)c1ccco1 (configuration not stated)	-6.9%
COc1ccc(S(=O)(=O)NC(=O)C2(C)CCN2C(=O)Cc2ccccc2Cl)cc1 (configuration not stated)	-11.9%
COc1cc(-c2cc(NC=O)c3ncc(-c4cccc(C(F)(F)F)c4)n3c2)cc(OC)c1OC	-0.3%
c1ccc(Cn2ncc3c(N4CCN(c5ccccc5)CC4)ncnc32)cc1	22.8%
CC1(C(=O)NS(=O)(=O)Cc2ccccc2)CCN1C(=O)C/C=C/c1ccccc1 (configuration not stated)	10.2%
COc1cccc(-c2cnc(C(O)c3ccc(Cl)cc3C)[nH]2)c1 (configuration not stated)	9.5%
CCCC[C@@H]1Cc2[nH][nH]c(=O)c2[C@H](c2ccc(C(C)C)cc2)O1	10.6%
CC1(C)OC(=O)C2=C(C[C@@H](CCc3ccccc3)O[C@H]2C2CCCC2)O1	-3.8%
CCCC(=O)N1CCC1(C)C(=O)Nc1ccc(-n2cccc2)cc1 (configuration not stated)	-5.5%
(continued)
SMILES	GLS inh
CCOC(=O)C1(C)CCCN(C(=O)c2c(F)cccc2F)C1 (configuration not stated)	3.6%
CC(=O)Nc1ccc(CNc2nc(NC(C)C)nc3cc(-c4ccccc4)sc23)cc1	4.6%
COc1cccc(-c2cc3nc(NCc4cccnc4)n(C)c(=O)c3s2)c1	8.6%
COc1ccc(CNC(=O)C2Cc3c(-c4cccc(F)c4)ccnc3O2)cc1OC (configuration not stated)	2.6%
CC(C)(C(=O)N1CCC1(C)C(=O)NC1Cc2ccccc2C1)c1ccccc1 (configuration not stated)	4.2%
CC(=O)Nc1cc(-c2ccccc2)cn2c(-c3cccc(C(C)=O)c3)cnc12	-4.6%
C#Cc1ccc(NC(=O)C2(C)CCN2C(=O)c2ccccc2CCc2ccccc2)cc1 (configuration not stated)	3.9%
OC(c1ccccc1)c1nc(/C=C/c2ccccc2)cs1 (configuration not stated)	1.6%
CC(=O)c1cccc(-c2ccnc3c2CC(C(=O)N2CCN(C)CC2)O3)c1 (configuration not stated)	0.4%
COC(=O)c1ccc2nc(-c3ccc(F)cc3)c(Cc3cccc(Cl)c3)n2c1	0.4%
COc1ccc(CCNC(=O)c2ccc(Br)o2)cc1Br	-20.8%
COc1ccc(OCCN2CCC(C(=O)NC(c3ccc(C)cc3)c3ccccn3)CC2)cc1 (configuration not stated)	9.7%
CC1(C(=O)NS(=O)(=O)c2cccc(Cl)c2)CCN1C(=O)CCc1ccccc1 (configuration not stated)	17.5%
CCOC1=C2[C@@H](CN(S(=O)(=O)c3ccc(C)cc3)[C@H]2c2ccccc2F)[C@H]2C(=O)N(CC)C(=O)[C@H]2C1	-8.5%
COC(=O)[C@]12CCCCC=C1N(Cc1ccccc1)C(=O)[C@H](CC(=O)NCCCCc1ccccc1)C2	-16.4%
CC(=O)N1CCc2cc(NC(=O)C3(C)CCN3CCc3ccccc3)ccc21 (configuration not stated)	-0.5%
Fc1ccc(-c2nc3c4ccccc4ccn3c2Cc2ccccc2C(F)(F)F)cc1	-4.4%
Cc1ccc(CN2CC(N3CCN(CCO)CC3)CS2(=O)=O)cc1 (configuration not stated)	2.8%
Cc1cccc(CN2CCN(C3CN(Cc4cn(Cc5cccc(Cl)c5)nn4)S(=O)(=O)C3)CC2)c1 (configuration not stated)	5.6%
CNc1cnc(-c2cccc(C(=O)N3CCOCC3)c2)cn1	4.0%
COc1ccc(CCNC(=O)Nc2nc(C(N)C3CCCCC3)cs2)cc1OC (configuration not stated)	9.1%
COc1cc(C23CCCN(CCC(C(C)(C)C)C2)C32OCCO2)cc(OC)c1OC (configuration not stated)	-0.3%
Cc1ccccc1N=C(c1ccccc1)C1C(=O)c2ccccc2C1=O	17.0%
Cn1ccc2c(N3c4ccccc4CCc4ccccc43)cc3c(c21)C1CCC3O1 (configuration not stated)	-11.3%
CCOc1cc(OCC)cc(C(=O)N2CCC[C@@H]2C(=O)N2CCC[C@@H]2C(=O)NCc2ccccc2Cl)c1	8.7%
Cn1c(=O)c2cc(NC(=S)NCc3ccccc3F)ccc2n1C	48.8%[activator]

High-throughput results from PubChem BioAssay.
